GLA spleen mod: inhibitors or activators of human alpha-galactosidase in spleen homogenate; P06280; human spleen homogenate, 4MU-alpha-Gal fluorescence, 40 min; Potency, µM (doses to about 80 µM), without a hit: at the highest dose activity change, negative = inhibition, usual class: inhibitors; actives 0.008% (n = 240,000);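 further: 0% = enzyme with vehicle and -100% = no enzyme basal signal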
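Fluorogenic readout (Ex 365/Em 440 nm) of 4-methylumbelliferone released from 1 mM 4-MU-alpha-galactoside by spleen homogenate, 40 min at 37C, pH 5.0. Data normalized to no-enzyme and enzyme controls; Hill-equation AC50 from compound titrations.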
ALDH1A1 inh: blocks purified human ALDH1A1 activity; Potency, µM (series often up to 75.3 µM), for inactives: top-dose activity, negative = inhibition, most hits filed as inhibitors; Purified ALDH1A1, NADH fluorescence, propionaldehyde substrate; actives 7.3% (n = 220,000); active means well fitted inhibition curve with a large enough effect, not every such curve was filed as active; inconclusive means small, poorly fitted or top-dose-only effect, or another doubt; inactive means no such curve, though single readings can be large or run the other way;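 further: plate controls were no enzyme wells and a reference inhibitor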
TRb-SRC2 inh: inhibitors of human thyroid hormone receptor beta-SRC2 interaction | P10828 | TRbeta-SRC2 peptide binding, fluorescence polarization; receptor liganded with 1 µM T3 | Potency, µM (top dose mostly 106 µM), for inactives: at the top dose activity change, negative = inhibition, actives largely listed as inhibitors | actives 0.065% (n = 280,000);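 further: plate controls were bound peptide for no effect and peptide without receptor for full effect; nearly all actives have a fitted effect of over 50% in size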
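Human TRb ligand-binding domain (0.6 uM) is mixed with 20 nM Texas Red SRC2 peptide and 1 uM T3; after compound addition and 5 hr at ambient temperature, polarization is measured and normalized to unbound and bound controls.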
Tau fluor cs: counter-screen for tau fibril formation inhibitors; tau K18 P301L Alexa594 fluorescence, heparin fibrillization; AID 1463; Potency, µM (series often up to 57.7 µM), without a hit: at the top dose activity change, negative = decrease; actives 0.93% (n = 280,000); further: nearly all actives have a fitted effect of over 55% in size
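Human tau K18 P301L (15 uM unlabeled, 0.24 uM Alexa 594-labeled) in 100 mM sodium acetate pH 7 with 20 uM heparin, 6 hr at 37 C. ThT 30 uM added, 1 hr ambient; Alexa 594 FP and total fluorescence read at 555/632 nm.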
L3MBTL1 block: inhibitors of human L3MBTL1; Q9Y468; AlphaScreen L3MBTL1–H3K9me1 peptide binding; Potency, µM (titrated, usually from 57.1 µM), inactives show at the highest dose activity, negative = inhibition, actives largely listed as inhibitors; actives 0.66% (n = 230,000); AID 485360; further: nearly all actives have a fitted effect of over 60% in size
Target sequence (Q9Y468 whole entry, looked up): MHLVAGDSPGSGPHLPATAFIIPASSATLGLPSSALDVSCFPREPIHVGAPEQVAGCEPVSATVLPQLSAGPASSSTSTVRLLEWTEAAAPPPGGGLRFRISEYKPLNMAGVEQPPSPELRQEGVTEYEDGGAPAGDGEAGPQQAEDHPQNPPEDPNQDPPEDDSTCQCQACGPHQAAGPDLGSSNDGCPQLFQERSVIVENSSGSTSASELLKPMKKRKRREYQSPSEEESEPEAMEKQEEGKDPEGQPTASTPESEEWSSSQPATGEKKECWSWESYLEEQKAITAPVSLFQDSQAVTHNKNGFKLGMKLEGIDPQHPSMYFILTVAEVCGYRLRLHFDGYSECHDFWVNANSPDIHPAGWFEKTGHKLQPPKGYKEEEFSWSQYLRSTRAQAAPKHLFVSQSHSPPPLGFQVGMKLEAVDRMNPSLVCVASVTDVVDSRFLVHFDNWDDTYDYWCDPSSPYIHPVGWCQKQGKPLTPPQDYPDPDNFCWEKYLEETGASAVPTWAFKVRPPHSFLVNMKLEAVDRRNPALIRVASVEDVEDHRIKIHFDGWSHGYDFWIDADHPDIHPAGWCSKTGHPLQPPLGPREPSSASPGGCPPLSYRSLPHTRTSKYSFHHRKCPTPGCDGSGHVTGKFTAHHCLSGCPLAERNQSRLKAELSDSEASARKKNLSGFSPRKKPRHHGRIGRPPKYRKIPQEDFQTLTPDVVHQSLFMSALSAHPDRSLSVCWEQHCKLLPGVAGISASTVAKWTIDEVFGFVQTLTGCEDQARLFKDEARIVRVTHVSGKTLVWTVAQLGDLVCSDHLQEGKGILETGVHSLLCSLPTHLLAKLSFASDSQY
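First, the protein-peptide complex forms for 30 min at room temperature (L3MBTL1 50 nM, biotinylated H3K9me1 peptide 75 nM). Next, compounds are pin-transferred and incubated 30 min. Finally, AlphaScreen beads are added and read after 30 min.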
Tau fibril FP: tau fibrillization inhibition (FP); AID 1468; K18 P301L tau heparin fibrillization, Alexa594 FP, 6 h; Potency, µM (series often up to 57.7 µM), for inactives: at the highest dose activity, negative = inhibition, usual class: inhibitors; actives 0.39% (n = 280,000); P10636; further: nearly all actives have a fitted effect of over 55% in size
Target sequence (P10636 561-689 P618L limits assumed): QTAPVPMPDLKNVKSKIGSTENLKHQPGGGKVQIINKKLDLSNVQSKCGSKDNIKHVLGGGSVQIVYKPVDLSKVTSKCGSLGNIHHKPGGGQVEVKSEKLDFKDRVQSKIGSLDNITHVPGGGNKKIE
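Steps: dispense K18 P301L tau (15 uM plus 0.24 uM Alexa 594 tracer, final) in pH 7 sodium acetate; add compound; add heparin (20 uM final); incubate 6 hr, 37 C; add ThT (30 uM final); after 1 hr ambient, read FP.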
Tau ThT inhib: tau fibrillization inhibition (ThT binding). P10636. recombinant tau K18 P301L (four-repeat tau fragment), heparin-induced fibrillization, ThT fluorescence. Potency, µM (top dose mostly 57.4 µM), for the others: at the highest dose activity, negative = inhibition, most hits filed as inhibitors. actives 2.1% (n = 270,000). AID 1460; further: nearly all actives have a fitted effect of over 55% in size
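Heparin-induced (20 uM) aggregation of recombinant human K18 P301L tau, 15 uM unlabeled with 0.24 uM labeled, pH 7 acetate buffer, 6 hr at 37 C with compound. Fibrils quantified by 30 uM ThT fluorescence after 1 hr ambient incubation.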
TR SRC2 fluor cs: Texas Red fluorescence interference in TRb-SRC2 counter-screen. actives 0.29% (n = 280,000). Potency, µM (series often up to 106 µM), for inactives: at the highest dose fluorescence change, negative = quenching. TRb/SRC2 Texas Red total fluorescence interference; active means well fitted curve in either direction with a large enough effect; inconclusive means small, poorly fitted or top-dose-only effect
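Flags fluorescent or light-absorbing compounds by total fluorescence, S + 2P, at 555 nm excitation and 632 nm emission. Mixture: 20 nM Texas Red SRC2 peptide, 0.6 uM human TRb LBD, 1 uM T3, 5% DMSO; compound exposure 5 h at ambient temperature.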
Numbers without * were called inactive; u = inconclusive; x = no result given; [ ] = remark or other dose. Unless noted, the call rests on the fitted dose curve; in most records, active means well fitted curve in the direction sought with a large enough effect; inconclusive means small, poorly fitted or top-dose-only effect, or another doubt; inactive means no such curve, though single readings can be large; an effect the other way counts as inactive or inconclusive. Unless noted, on the % scale 0 is the no-effect control and ±100 the full control effect; potency means the concentration at half of the fitted maximal effect.

SMILES	GLA spleen mod	ALDH1A1 inh	TRb-SRC2 inh	Tau fluor cs	L3MBTL1 block	Tau fibril FP	Tau ThT inhib	TR SRC2 fluor cs
Cc1ccc(C(C(=O)NC(C)(C)C)N(C(=O)c2csnn2)C2CC2)cc1 (centres undefined)	-2%	10%	-8%	-3%	1%	11%	-8%	0%
CCCCNC(=O)CSc1nc2ccc(NC(=O)CSc3nnc(COc4ccccc4C)n3C)cc2s1	4%	3.5µM*	4%	-19%	x	-12%	-9%	-1%
COC1=C(c2ccccc2)C(=O)c2ccccc2C1=O	0%	u	4%	-22%	-22%	3%	u	-3%
Cc1ccc(C(C)(C)C)cc1S(=O)(=O)Nc1cccc(S(=O)(=O)NC2=NCCC2)c1	0%	u	-1%	2%	1%	11%	-1%	-2%
Cc1sc(NC(=O)C2C3C=CC(C3)C2C(=O)O)c(C(N)=O)c1-c1ccc(C(C)C)cc1 (centres undefined)	-7%	-12%	-1%	5%	-6%	4%	-9%	-3%
Cc1cc(C)cc(NC(=O)CN2C(=O)CSc3ccc(S(=O)(=O)N(C)C)cc32)c1	x	x	1%	-14%	x	-2%	-2%	-1%
C[C@H]1C(c2cccc(Cl)c2)=NN(c2ccccc2)[C@@H]1CO	u	u	8%	16µM*[quencher]	x	10%[81.3 µM]	u	-8%
CN(C(=S)NC(=O)CCCOc1ccc(Cl)cc1Cl)c1ccccc1	18%	18µM*	6%	3%	x	-1%	11%	-3%
Cc1ccccc1NC(=O)N1CCc2cc(S(=O)(=O)N3CCC(C)CC3)ccc21	x	x	-5%	1%	x	-7%	9%	3%
COc1ccc(C2CC(c3ccc(Cl)cc3)Nc3nc(NC(=O)c4ccco4)nn32)cc1 (centres undefined)	-2%	8%	-12%	0%	-18%	-1%	-3%	1%
O=C(O)CCN1C(=O)C2CCCCC2C1=O (centres undefined)	-4%	1%	1%	-10%	x	-3%	-11%	0%
CCOc1ccc(CC(=O)NNC(=S)NCCc2ccccc2)cc1	-2%	-2%	4%	-3%	5%	-7%	0%	0%
CCn1c(CC(=O)Nc2cccc(OC)c2)nnc1SCC(=O)Nc1nccs1	-5%	-8%	-8%	-5%	-3%	-1%	-10%	0%
CCN(CC)S(=O)(=O)c1nnc(NC(=O)c2ccc(Br)cc2)s1	x	x	-12%	-21%	x	-14%	u	0%
Cc1nc2c(=O)n(C)c(=O)n(C)c2nc1Cl	8%	u	2%	7%	13%	-8%	-11%	-1%
Cc1oc2cc(O)ccc2c(=O)c1-c1ccccc1	3%	u	6%	-1%	-8%	3%	-6%	-1%
CCN1CCN(c2cc(C)c3cc(NC(=S)N(CC)CC)ccc3n2)CC1	20%	-4%	-6%	u	x	6%	u	-2%
CSc1nnc(-c2ccc([N+](=O)[O-])cc2)o1	-2%	-15%	3%[53 µM]	0%	-7%	-6%	u	-1%[53 µM]
COc1ccc(-c2nc3c(C#N)c[nH]n3c2NC2CCCC2)cc1	x	x	6%	-2%	x	-1%	1%	0%
COc1ccc(-c2nn(C)c(=O)c3ccccc23)cc1NC(=O)COc1ccc(C)cc1	7%	u	4%	-4%	-6%	-2%	-13%	1%

An excerpt of these results, bar-delimited:
smiles | GLA spleen mod | ALDH1A1 inh | TRb-SRC2 inh | Tau fluor cs | L3MBTL1 block | Tau fibril FP | Tau ThT inhib | TR SRC2 fluor cs
CN(C(=S)NC(=O)CCCOc1ccc(Cl)cc1Cl)c1ccccc1 | 18% | 18µM* | 6% | 3% | x | -1% | 11% | -3%
CCN(CC)S(=O)(=O)c1nnc(NC(=O)c2ccc(Br)cc2)s1 | x | x | -12% | -21% | x | -14% | u | 0%
COc1ccc(-c2nn(C)c(=O)c3ccccc23)cc1NC(=O)COc1ccc(C)cc1 | 7% | u | 4% | -4% | -6% | -2% | -13% | 1%

Back to the main list with the 4 entries that preceded the break.
SMILES	GLA spleen mod	ALDH1A1 inh	TRb-SRC2 inh	Tau fluor cs	L3MBTL1 block	Tau fibril FP	Tau ThT inhib	TR SRC2 fluor cs
CCN1CCN(c2cc(C)c3cc(NC(=S)N(CC)CC)ccc3n2)CC1	20%	-4%	-6%	u	x	6%	u	-2%
CSc1nnc(-c2ccc([N+](=O)[O-])cc2)o1	-2%	-15%	3%[53 µM]	0%	-7%	-6%	u	-1%[53 µM]
COc1ccc(-c2nc3c(C#N)c[nH]n3c2NC2CCCC2)cc1	x	x	6%	-2%	x	-1%	1%	0%
COc1ccc(-c2nn(C)c(=O)c3ccccc23)cc1NC(=O)COc1ccc(C)cc1	7%	u	4%	-4%	-6%	-2%	-13%	1%
COC(=O)C1=C(C)N=C2SCCC(=O)N2C1c1ccc(C(=O)OC)cc1 (centres undefined)	-13%	u	-11%	-2%	2%	3%	-10%	-3%
CC(C)N(C(=O)Cn1cnc2cc([N+](=O)[O-])ccc2c1=O)C(C)C	2%	-1%	3%	-19%	-1%	0%	u	-2%
OCCNc1nc(Nc2cccc(O)c2)nc2ccccc12	-1%	x	-6%	-12%	x	-4%	x	-2%
Cc1cc(C)c(S(=O)(=O)c2ccccc2C(=O)O)c(C)c1	3%	-9%	-12%	0%	x	5%	-5%	3%
COc1ccc(C2CCCN2C(=S)Nc2cccc(Cl)c2)cc1OC (centres undefined)	1%	6%	5%	-24%	x	-8%	-8%	-1%
O=C(CSc1ccc(F)cc1)Nc1ccc(C2SCCS2)cc1	-5%	x	6%	-19%	6%	-14%	-5%	-3%
COC(=O)C1=C(C)N=c2s/c(=C3\C(=O)Nc4ccccc43)c(=O)n2C1c1ccccc1 (centres undefined)	6%	3%	7%	u	u	19%	u	1%
CSc1nccc(-c2nn(-c3ccc(C)cc3)ccc2=O)n1	-8%	u	6%	-8%	x	-3%	-14%	-2%
COC(=O)c1ccccc1NC(=S)NC(=O)CC(C)C	14%	11%	1%	-1%	1%	15%	-3%	1%
Cc1ccc(-n2c(-c3cc(C)n(C)n3)n[nH]c2=S)cc1	0%	2%	4%	0%	10%	-5%	-1%	0%
C=CCOC(=O)CCC(=O)Nc1cccc2ccccc12	20%	3%	-18%	8%	-4%	4%	0%	-2%
CN(N)C(=S)Nc1ccc(F)cc1	4%	5%	-5%	-1%	11%	-2%	-8%	-2%
CCc1n[nH]c2c1C(=O)CC(C)(C)C2	-5%	-7%	-10%	-1%	3%	-2%	-7%	-2%
Cc1ccccc1NC(=O)CSc1c(C(C)C)cnc2c1c(=O)n(C)c(=O)n2C	x	x	-3%	1%	x	-5%	-5%	-3%
CCCC(C)NC(=O)COC(=O)c1ccccc1SCC(=O)NC(C)CCC (centres undefined)	-8%	16%	-2%	-4%	1%	11%	-3%	0%
O=C(N/N=C/c1cc2c(cc1Br)OCO2)C1COc2ccccc2O1 (centres undefined)	-6%	25µM*	-2%	-20%	2%	0%	u	-5%
CCOC(=O)Cc1cc(=O)[nH]c(/N=C(/NC(=O)c2ccccc2)Nc2ccccc2C(F)(F)F)n1	1%	15%	3%	-3%	x	-2%	-9%	-5%
CCn1c(C)nc2cc(C(=O)NNS(=O)(=O)c3c(C)c(C)cc(C)c3C)ccc21	6%	-4%	-1%	-3%	x	-4%	2%	6%
Cc1ccc(C(=O)CCC(=O)Nc2ccc(Cl)c(S(=O)(=O)Nc3cccc(Cl)c3)c2)cc1	-15%	10%	-4%	-26%	2%	u	4%	0%
Cc1cc(C)cc(NC(=S)N(Cc2ccc(Br)cc2)Cc2ccc(C(=O)O)cc2)c1	-17%	5%	1%	-9%	x	-4%	-9%	-1%
O=C(CSc1nnc2c(Cl)cc(C(F)(F)F)cn12)N(Cc1ccccc1)Cc1ccccc1	-2%	u	2%	1%	7%	6%	-7%	-2%
CCn1c(N2CCN(C(=S)NCCc3ccccc3)CC2)nc2ccccc21	0%	u	0%	-29%	-2%	2%	u	-2%
O=[N+]([O-])c1cc(-c2ncccn2)c([N+](=O)[O-])s1	3%	2.2µM*	-2%	u	0%	14%	11µM*	-4%
Cc1noc(C)c1CSc1nc2sc3c(c2c(=O)n1C)CCCC3	-3%	-2%	0%	-18%	x	-11%	u	2%
Cc1ccc(-c2nc3ccccc3o2)cc1NC(=O)Cc1cccs1	4%	u	3%	1%	-6%	0%	6%	-1%
Clc1cnc(N/N=C/c2cccs2)c(Cl)c1	7%	7%	3%	-18%	-5%	2%	u	-6%
Cc1cc(C(F)F)n2nc(C(=O)Nc3ccc(F)cc3F)nc2n1	0%	-8%	-4%	-2%	x	-9%	-6%	-2%
O=C(COc1ccccc1C(=O)N/N=C\c1ccc(O)c(O)c1)N/N=C/c1ccc(O)c(O)c1	-8%	2%	7%	u	1.6µM*	10%	13µM*	-21%
O=C(Nc1ccccc1)n1cc(-c2ccccn2)c(N2CCOCC2)n1	2%	2%	-7%	8%	1%	8%	5%	1%

Reformatted with values under each structure: entries from further up
Results follow in this order: GLA spleen mod | ALDH1A1 inh | TRb-SRC2 inh | Tau fluor cs | L3MBTL1 block | Tau fibril FP | Tau ThT inhib | TR SRC2 fluor cs
Cc1noc(C)c1CSc1nc2sc3c(c2c(=O)n1C)CCCC3
 : -3% | -2% | 0% | -18% | x | -11% | u | 2%
Cc1ccc(-c2nc3ccccc3o2)cc1NC(=O)Cc1cccs1
 : 4% | u | 3% | 1% | -6% | 0% | 6% | -1%

Screening data from PubChem.
